CAL PDZ FP-1: CAL PDZ (human) peptide binding inhibition; Q9HD26; purified CAL PDZ, TMR-peptide fluorescence polarization, 1 h; inhibition, % at 24.9 µM; actives 0.92% (n = 300,000); AID 602252;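 active = mean inhibition of at least 30% with at least half of replicates also reaching 30%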;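 note: 0% = DMSO neutral control and 100% = excess unlabeled competitor peptide PRC23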
CAL PDZ FP-2: inhibitors of human CAL PDZ peptide binding. actives 0.02% (n = 330,000). inhibition, % at 20 µM. purified CAL PDZ, TMR-peptide fluorescence polarization, 1 h. AID 504414;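 active = highest replicate inhibition of at least 40%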;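 note: plate controls were DMSO neutral control wells for no effect and unlabeled competitor peptide control wells for full effect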
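Material: tagged CAL PDZ protein CerCALP, purified; buffer or medium: sodium phosphate/NaCl buffer pH 7.4 with TCEP, IgG, Thesit; also added: fluorescent TMR peptide probe; schedule: 1 h incubation at room temperature before polarization reading; technique: fluorescence polarization from S- and P-plane intensities, G-factor corrected; control set: unlabelled peptide and DMSO controls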
AddAB inh: less growth of phage-infected E. coli with AddAB; E. coli expressing H. pylori AddAB, absorbance growth; inhibition, % at 11.9 µM; actives 0.29% (n = 330,000); AID 435030; in the data active = inhibition above about 12%;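 note: 0% = vehicle wells of infected cells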
phage Ecoli inh: E. coli growth loss with phage present | AID 651602 | inhibition, % at 11.9 µM | growth absorbance | actives 0.26% (n = 360,000); in the data active = inhibition above about 11%
SR-BI DiI-HDL act: SR-BI HDL lipid transfer activation; CHO ldlA[mSR-BI] cells, DiI-HDL uptake fluorescence, 3 h; 100 = double the neutral-control signal; activation, % at 12.5 µM; actives 0.096% (n = 320,000); AID 504775;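 active = mean replicate activation of at least 60% and every replicate at or above 60%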;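 note: 0% = median plate neutral-control signal and 100% = twice that signal; values of inactives mirror those of a sister screen read the other way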
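System: CHO ldlA[mSR-BI] cells / Medium: HEPES-buffered (25 mM, pH 7.4) F12 plus 0.5% BSA / Probe or stimulus: labelled HDL, 10 µg/mL / Doses: single compound concentration, delivered by pin transfer / Schedule: 3 h, 37 °C / Measured by: DiI fluorescence, bottom read / Measure: cell-associated DiI fluorescence as measure of HDL uptake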
SR-BI HDL uptake: blocks mouse SR-BI lipid uptake from DiI-HDL. ldlA[mSR-BI] CHO cells, DiI-HDL uptake fluorescence, 3 h. inhibition, % at 12.5 µM. actives 0.96% (n = 320,000);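 active = mean replicate inhibition of at least 70% and a set share of replicates each scoring 70 or more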;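 note: 0% = median of neutral control wells and 100% = median of positive control wells; values of inactives mirror those of a sister screen read the other way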
Target sequence (Q61009 whole entry, looked up): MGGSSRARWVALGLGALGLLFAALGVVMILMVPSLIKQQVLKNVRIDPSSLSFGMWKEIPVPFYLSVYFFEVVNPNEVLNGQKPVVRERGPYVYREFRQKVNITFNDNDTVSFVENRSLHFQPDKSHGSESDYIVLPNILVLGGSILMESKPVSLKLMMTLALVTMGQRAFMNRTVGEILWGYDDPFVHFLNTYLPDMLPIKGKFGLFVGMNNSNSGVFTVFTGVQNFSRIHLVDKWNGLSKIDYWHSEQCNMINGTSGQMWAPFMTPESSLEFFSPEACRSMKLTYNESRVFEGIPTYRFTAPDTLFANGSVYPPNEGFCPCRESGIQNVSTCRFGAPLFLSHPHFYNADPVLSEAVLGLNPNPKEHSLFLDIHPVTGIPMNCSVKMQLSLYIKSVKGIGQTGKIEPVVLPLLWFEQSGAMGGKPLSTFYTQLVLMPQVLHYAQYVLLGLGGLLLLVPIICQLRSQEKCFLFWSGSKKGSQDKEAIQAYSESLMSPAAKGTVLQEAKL
MITF TRPM1 HTS: MITF TRPM1 promoter activation in melanoma cells | activation, % at 12.5 µM | SK-MEL-5 TRPM1-promoter luciferase, 24 h; % of positive control, neutral wells = 0 | actives 0.75% (n = 300,000);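 active = mean activation of at least 80% with every replicate also reaching 80%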;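 note: 0% = neutral control wells and 100% = parthenolide positive control wells; values of inactives mirror those of a sister screen read the other way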
E coli growth: counter-screen for AddAB inhibitors: E. coli growth inhibition; actives 0.27% (n = 330,000); AID 449728; inhibition, % at 11.9 µM; E. coli V3065 growth, OD600 absorbance, 18 h;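 active = inhibition above the campaign's mean inhibition across all tested compounds plus 3 SD, cut at about 9.9% in these data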;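 note: uninfected addAB+ strain grown without phage in ampicillin broth; 0% = DMSO wells and 100% = ciprofloxacin 0.95 µg/ml wells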
Wnt act: Wnt/beta-catenin pathway activation | Wnt/beta-catenin reporter cell assay, activator, plate reader | actives 1.2% (n = 300,000) | activation, % at 9.35 µM; in the data active = activation above about 30%, passing the limit was not always enough;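 note: 0% = neutral control wells and 100% = positive control wells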
Tat transport: E. coli Tat transport inhibition. E. coli MC4100 TorA-mCherry Tat export, fluorescence. inhibition, % at 10 µM. actives 0.036% (n = 340,000);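 active = mean replicate inhibition at least 50% and at least half of replicates individually reaching 50%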;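 note: exported cargo escapes ClpAP degradation while cytoplasmic cargo is degraded and loses fluorescence; 0% = median of neutral control wells and 100% = median of NaSCN control wells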
Starred values were filed as active, the others as inactive; . = not tested or not shown.

SMILES	CAL PDZ FP-1	CAL PDZ FP-2	AddAB inh	phage Ecoli inh	SR-BI DiI-HDL act	SR-BI HDL uptake	MITF TRPM1 HTS	E coli growth	Wnt act	Tat transport
O=C(CN1C(=O)NC2(CCCCCC2)C1=O)NCCc1ccccc1	.	-0.6	-0.9	0.1	43	-43	9	-0.3	1	-8
CCc1nnc(NS(=O)(=O)c2ccc(NC(=O)c3ccco3)cc2)s1	-1	-2.8	0.8	3.2	.	.	3	2.0	6	-2
Cc1noc(C)c1C(=O)Nc1sc(C)c(-c2ccccc2)c1C#N	.	-3.2	1.2	3.1	-8	8	-12	-1.6	.	4
CCc1cc2c(-c3ccccc3)cc(=O)oc2cc1OC(=O)c1cccs1	-3	-2.4	-3.0	4.6	13	-13	7	-1.9	4	-3
CC1=CN2C(=N)/C(=C/c3ccc(Sc4ccc(C)cc4)o3)C(=O)N=C2S1	1	-2.4	-3.3	1.3	0	0	13	-1.5	8	-11
COc1ccc(C(=O)N2CC=C(c3ccccc3)CC2)cc1S(=O)(=O)N1CCOCC1	-8	.	1.8	2.3	-5	5	2	1.3	.	4
Cc1nc2c3ccccc3nc(NNC(=O)CCC(=O)N3CCN(c4ccc(F)cc4)CC3)n2n1	0	-2.2	2.4	2.5	.	-15	-3	-1.2	0	-1
CCOC(=O)Cc1csc(NC(=O)CSc2nc(=O)[nH]c3c2CCCC3)n1	-1	-0.7	-1.0	3.2	-5	5	-3	-2.5	-2	4
O=C(Nc1cccc(NC(=O)c2ccco2)c1)c1ccc2c(c1)OCO2	-4	-2.3	1.7	1.9	25	-25	0	0.8	-2	-12
Cc1nn(CC(=O)Nc2ccc3c(c2)nc(CCN2CCCCC2)n3C)c(=O)c2ccccc12	.	-1.6	-2.6	1.8	22	-22	11	-1.7	-4	-7
Cc1cccc(CCNCc2c(C(=O)O)c(C)n(-c3ccccc3)c2C)c1	-2	-1.4	-0.7	2.6	-4	4	15	-0.7	1	2
Cc1cc(C)c(CN2CCN(C(=O)Cn3ccc(NC(=O)OCc4ccccc4)nc3=O)CC2)c(C)c1	-2	-1.3	-1.2	-0.2	-23	23	-25	-0.4	-4	-6
C/C(=N\NC(=S)Nc1cc(S(=O)(=O)N2CCOCC2)ccc1Cl)c1ccc(N2CCOCC2)cc1	-3	0.8	3.5	1.4	-102	102*	-5	-0.4	3	5
C=CCC(O)(CC=C)CNC(=O)c1ccc(OC)c(OC2CCN(C(C)=O)CC2)c1	.	0.1	.	2.9	-12	12	-2	.	-1	12
Cc1c(C(=O)NCCc2ccccc2)oc2ccccc12	-3	-3.0	1.2	5.7	-5	5	55	3.1	0	0

Given as a markdown table: 3 of the compounds above.
| Compound | CAL PDZ FP-1 | CAL PDZ FP-2 | AddAB inh | phage Ecoli inh | SR-BI DiI-HDL act | SR-BI HDL uptake | MITF TRPM1 HTS | E coli growth | Wnt act | Tat transport |
| --- | --- | --- | --- | --- | --- | --- | --- | --- | --- | --- |
| Cc1noc(C)c1C(=O)Nc1sc(C)c(-c2ccccc2)c1C#N | . | -3.2 | 1.2 | 3.1 | -8 | 8 | -12 | -1.6 | . | 4 |
| CCc1cc2c(-c3ccccc3)cc(=O)oc2cc1OC(=O)c1cccs1 | -3 | -2.4 | -3.0 | 4.6 | 13 | -13 | 7 | -1.9 | 4 | -3 |
| CC1=CN2C(=N)/C(=C/c3ccc(Sc4ccc(C)cc4)o3)C(=O)N=C2S1 | 1 | -2.4 | -3.3 | 1.3 | 0 | 0 | 13 | -1.5 | 8 | -11 |

(cont.)
SMILES	CAL PDZ FP-1	CAL PDZ FP-2	AddAB inh	phage Ecoli inh	SR-BI DiI-HDL act	SR-BI HDL uptake	MITF TRPM1 HTS	E coli growth	Wnt act	Tat transport
CN(CC(=O)N1CCc2ccccc21)S(=O)(=O)c1ccc(Br)s1	8	-1.0	2.0	2.2	12	-12	-5	1.2	-1	2
C=CCNc1nnc(Cc2ccc(F)cc2)c(=O)[nH]1	.	-0.4	1.9	-1.0	23	-23	2	-0.7	-1	-12
COc1cccc(/C=C2\CCC(C3CCCC3)C2=O)c1 (centres undefined)	5	1.1	-1.2	-0.4	-4	4	59	-3.1	30	1
COc1cc(C2C(C#N)=C(N)Oc3cc(C)oc(=O)c32)cc2c1OCO2 (centres undefined)	-7	0.6	5.1	3.1	13	-13	16	1.2	-9	-3
CC(C)CNC(=O)c1coc(=O)c(Br)c1	-11	-1.4	2.3	1.6	19	-19	.	-0.1	.	1
Cc1nnc(NC(=O)C(C)Sc2nnc(CNC(=O)c3ccccc3F)n2C)s1 (centres undefined)	-1	-1.2	0.6	1.6	14	-14	-10	0.9	-1	-1
O=C(CSc1nnc(-c2ccncc2)n1-c1ccccc1)NC1CC1	-1	0.6	-1.8	1.5	16	-16	4	-1.9	0	-4
CS(=O)(=O)N1c2ccccc2[C@@]2(Br)C[C@H]3C(=O)N[C@@H](Cc4ccccc4)C(=O)N3[C@@H]12	-1	-0.2	3.6	1.7	6	-6	-1	2.0	-1	-3
C=CCNC(=O)c1cc(Cl)ccn1	-1	-1.9	-2.0	4.3	1	-1	-11	-1.6	.	-5
Cc1cccc2c(N=Nc3ccc(S(=O)(=O)Nc4cccc(Cl)c4)cc3[N+](=O)[O-])c(O)[nH]c12	0	-3.1	0.2	3.2	-38	38	7	-2.0	-3	16
CCN(CC)S(=O)(=O)c1ccc(C)c(NC(=O)COC(=O)C=C(C)C)c1	3	-1.2	0.5	2.0	5	-5	2	-0.7	-6	0
Oc1cccc(C=NCc2ccccc2)c1	15	-1.2	3.3	2.0	-2	2	-5	-1.3	.	-4
CCOC(=O)C1CCCN(S(=O)(=O)CCNC(=O)c2cccc(OC)c2)C1 (centres undefined)	-4	-1.5	1.3	3.2	9	-9	-5	0.8	2	3
Cc1ccc2nc3c(nc2c1C)C(O)=C3O	-2	-0.9	-1.5	0.1	-5	5	.	0.0	5	3
COc1ccc(N2CCN(C(CNC(=O)C(C)C)c3ccc4c(c3)OCO4)CC2)cc1 (centres undefined)	-3	-1.3	2.1	-2.2	22	-22	14	2.4	-1	-2
CCNc1nc(OCCNS(=O)(=O)c2cc(C)ccc2C)nc(N(C)C)n1	-1	-1.3	2.8	1.0	-3	3	2	-0.3	.	-2
O=C(COC(=O)c1ccccc1OCc1ccccc1Cl)NC1CC1	.	-0.1	1.7	0.8	-22	22	.	1.1	0	-3
O=C(CO/N=C1\CCCc2nonc21)Nc1ccc(Br)cc1	-5	-1.5	-0.8	2.9	8	-8	-13	-1.8	19	2
CN(C)c1ccc(N=Cc2nc(-c3ccccc3)oc2O)cc1	3	3.3	2.4	4.4	-12	12	7	0.2	.	-3
CCn1cc(C(=O)NN)c(=O)c2cc(F)c(NC3CCCCC3)cc21	-5	-2.6	.	-2.0	-30	30	.	.	0	-4
CC(C)Oc1ccc(N2CC(C(=O)Nc3ccccn3)CC2=O)cc1 (centres undefined)	-5	0.6	4.6	-0.2	17	-17	1	2.8	-1	-6
COC(=O)c1sccc1NC(=S)N1CCC(C)CC1	-8	-0.2	2.5	2.8	22	-22	.	-0.8	1	1
Cc1cc(C(=O)NNC(=O)[C@H](C)NC(=O)c2ccc(Br)cc2)c(C)o1	-6	-3.8	2.5	-0.1	.	13	-3	0.6	0	-6
COc1ccc(CC(=O)Nc2nccs2)cc1S(=O)(=O)N1CCOCC1	-9	0.6	1.7	-0.1	18	-18	-5	-1.9	2	-2
O=C(COc1ccc([N+](=O)[O-])cc1)Nc1ccc(C(=O)Nc2ccccc2C(=O)O)cc1	-4	-9.8	2.9	3.6	5	-5	4	0.8	-1	6
O=C(O)c1ccc2c(=O)n3c(nc2c1)/C(=C/c1ccc(Cl)cc1Cl)CC3	-4	-2.2	-1.2	0.2	-6	6	10	1.1	-2	0
COc1ccc(NC(=O)NC(C)(C(F)(F)F)C(F)(F)F)cc1	.	-1.0	2.5	2.4	2	-2	10	2.0	.	-13
COc1ccc(-c2[nH]ncc2CN2CCC(N3CCSCC3)CC2)c(F)c1	-1	1.1	1.2	5.1	4	-4	-1	-0.4	.	-1
CC(=O)c1cccc(NC(=O)N2CCCC2C(=O)NCc2ccc(F)cc2)c1 (centres undefined)	-6	-0.5	0.8	0.8	-5	5	7	-1.9	2	-1
CCOc1ccc(CN2CCNC(=O)C2CC(=O)N(C)CC2CCOCC2)cc1 (centres undefined)	5	0.0	-0.4	1.5	23	-23	-10	-4.0	-3	-8
NC[C@H](O)c1ccc(O)c(O)c1	1	-0.9	-2.7	1.8	5	-5	2	-1.8	-2	5
CCOC(=O)CNC(=O)CSc1nnc(-c2ccccc2OC)n1CC	6	0.6	-1.1	2.6	25	-25	-2	0.2	-1	0
CC1=C(C(=O)OCC2CCCO2)C(c2ccsc2)C2=C(CC(C)(C)CC2=O)N1 (centres undefined)	-19	-2.4	1.5	2.1	5	-5	12	-1.3	1	-3
O=C(NNC(=O)c1cccc(S(=O)(=O)Nc2ccc(Cl)cc2)c1)c1ccc(=O)[nH]c1	3	-2.0	-0.4	0.1	4	-4	0	-1.1	1	-7
COc1ccc(-c2nc(SCC(=O)N3CCCC3)n[nH]2)cc1	-3	-4.5	3.1	-1.0	4	-4	-7	-2.1	-1	2
CCOc1ccccc1-c1nnc(CS(=O)(=O)c2ccccc2)o1	-5	-1.9	3.9	1.1	.	.	-7	-0.1	-2	-22
COc1ccc(Cc2nc3ccc(C(=O)N(C)Cc4nccs4)cc3o2)cc1OC	-5	-0.6	4.0	1.8	16	-16	-8	3.6	-2	-9
CC(C)CCN1C(=O)C2(OCCCO2)c2cc(Cl)ccc21	-7	0.0	1.3	1.9	-18	18	-9	-1.1	0	0
Cc1ccc(/C=C/C(=O)N2CCN(Cc3ccccc3)CC2)o1	6	-1.6	0.8	4.0	29	-29	3	2.0	.	-7
COc1ccc2nc(Nc3nc4cc5c(cc4s3)OCO5)sc2c1	-2	-0.8	1.1	-0.6	-16	16	15	-2.2	.	3
CC(c1ccco1)N(C(=O)c1cc(Cl)cc(Cl)c1)c1ccccn1 (centres undefined)	-2	-2.6	2.9	-0.9	.	.	-2	-0.1	-4	3
Cc1ccc(C(=O)NCC(=O)Nc2ccc3c(c2)CCC3)cc1	8	0.0	-0.9	1.3	2	-2	46	-1.9	-2	4
Cc1cc(C)cc(C(=O)NCC(=O)NNC(=O)CSc2ccccc2F)c1	-3	-0.2	1.7	0.3	2	-2	.	1.8	10	8
O=C(CN1CCN(C(=O)c2ccco2)CC1)Nc1cccc([N+](=O)[O-])c1	-2	-2.3	1.0	1.2	4	-4	5	0.6	-2	13
Cc1ccc(NC(=O)N(Cc2ccco2)C(C)c2ccco2)cc1C (centres undefined)	-5	-0.4	-0.1	2.2	-20	20	1	2.0	.	-4
COc1ccc(S(=O)(=O)N(C)C[C@H]2Oc3ccc(NC(=O)Cc4cn(C)c5ccccc45)cc3C(=O)N([C@@H](C)CO)C[C@@H]2C)cc1	-2	-2.3	2.1	1.0	-16	16	-28	-2.0	-9	10
CCOC(=O)C1(CCc2ccccc2)CCN(C(=O)Cc2nonc2C)CC1	-2	-3.4	-1.8	0.4	-65	65	28	-2.5	27	27

Bioassay records: PubChem, several laboratories
